High-throughput results (PubChem)
ALOX15B inhib = blocks human 15-lipoxygenase 2 activity | 110,000 compounds, 0.56% hits | purified 15hLO-2, xylenol orange hydroperoxide absorbance | Potency, µM (top dose mostly 57.1 µM), without a hit: top-dose activity change, negative = inhibition, hits mostly inhibitors; note: potency is the fitted concentration of half-maximal effect; nearly all actives have a fitted effect of over 60% in size; many of its hits are not listed in these tables
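Enzyme 50 nM, AA 45 uM, 25 mM Hepes pH 7.5 + 0.01% Triton X-100; cpd preinc 15 min RT, rxn 90 min RT; stop/detect with 200 uM XO + 300 uM Fe(II) in 50 mM H2SO4, 30 min; A573/A405.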
IMPase cell inh = membrane-permeable compound that blocks inositol monophosphatase; P97697; CHO-M1 cells, IP1 accumulation, HTRF TR-FRET ratio; inhibition (IP1 accumulation), % at 46.1 µM; 120,000 tested, under 10 active; active = well fitted curve in the direction sought with a large enough effect in the signal ratio, not every such curve was filed as active; inconclusive = small, poorly fitted or top-dose-only effect, or a change in a side signal; inactive = no such curve, though single readings can be large or run the other way; the % refers to the signal ratio;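 note: cells stimulated with carbachol in lithium chloride buffer; plate controls were DMSO basal wells for no effect and reference inhibitor wells for full effect; higher means more IMPase inhibition seen as more IP1 and lower FRET ratio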
Target sequence (P97697 whole entry, looked up): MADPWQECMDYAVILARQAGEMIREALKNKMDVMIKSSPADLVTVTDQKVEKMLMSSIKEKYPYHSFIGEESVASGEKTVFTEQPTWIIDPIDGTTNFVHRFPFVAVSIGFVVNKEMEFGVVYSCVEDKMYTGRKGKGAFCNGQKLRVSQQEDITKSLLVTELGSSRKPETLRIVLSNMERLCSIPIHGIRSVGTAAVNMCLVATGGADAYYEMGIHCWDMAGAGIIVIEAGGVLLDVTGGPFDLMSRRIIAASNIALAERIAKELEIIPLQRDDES
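CHO-M1 cells (CHO stably expressing M1 receptor), compound up to 46 uM final, stimulated with carbachol (50 uM as added) in buffer with 50mM LiCl, pH 7.4, 30 min at 37C. Cytosolic IP1 read by TR-FRET; AC50 from Hill fits.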
ALOX12 inhib = blocks human 12-lipoxygenase activity; P18054; purified 12-hLO, xylenol orange hydroperoxide absorbance; Potency, µM (top dose mostly 57.1 µM), for inactives: at the top dose activity change, negative = inhibition, hits mostly inhibitors; 150,000 compounds, 0.12% hits; note: potency is the fitted concentration of half-maximal effect; nearly all actives have a fitted effect of over 55% in size; many of its hits are not listed in these tables
Target sequence (P18054 whole entry, looked up): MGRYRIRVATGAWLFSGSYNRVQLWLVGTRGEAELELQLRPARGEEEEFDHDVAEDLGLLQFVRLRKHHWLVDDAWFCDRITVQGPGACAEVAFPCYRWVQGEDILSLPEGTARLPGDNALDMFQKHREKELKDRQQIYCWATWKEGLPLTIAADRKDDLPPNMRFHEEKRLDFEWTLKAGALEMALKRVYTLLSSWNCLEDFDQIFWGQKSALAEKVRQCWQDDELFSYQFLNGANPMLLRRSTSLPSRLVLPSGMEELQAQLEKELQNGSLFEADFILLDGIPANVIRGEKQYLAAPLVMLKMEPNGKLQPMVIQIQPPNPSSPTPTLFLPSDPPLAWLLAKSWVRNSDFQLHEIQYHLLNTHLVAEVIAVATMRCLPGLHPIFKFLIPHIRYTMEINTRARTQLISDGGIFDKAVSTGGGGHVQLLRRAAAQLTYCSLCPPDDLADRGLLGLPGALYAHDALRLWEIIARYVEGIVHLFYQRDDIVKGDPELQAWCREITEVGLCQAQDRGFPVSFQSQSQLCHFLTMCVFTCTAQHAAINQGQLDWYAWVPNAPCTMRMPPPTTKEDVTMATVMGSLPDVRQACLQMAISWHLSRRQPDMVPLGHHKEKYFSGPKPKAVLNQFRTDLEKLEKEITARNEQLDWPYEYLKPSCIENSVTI
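Hydroperoxide formation by human 12-lipoxygenase from 40 uM arachidonic acid was followed colorimetrically via ferric-xylenol orange complex, using the 573/405 nm absorbance ratio. Enzyme concentration was 150 nM, with 30 min reaction at room temperature.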
PNC assembly inh = blocks assembly of the perinucleolar compartment | PC3M PTB-GFP, PNC prevalence imaging, 16 h; hits give low values | activity change (PNC), negative = inhibition, % at 10 µM | 140,000 compounds, 3.1% hits | AID 2417;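 active = readout at or below -70, meaning at least 70% loss of cells showing the perinucleolar compartment, a nuclear body marking cancer cells; inconclusive = readout between -30 and a set limit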;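 note: plate controls were DMSO wells for no effect and camptothecin positive control wells for full effect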
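Compounds are pinned in duplicate onto adhered PC3M cells stably expressing GFP-tagged PTB and incubated 16 h at 37 C. Cells are then fixed, nuclei stained with Hoechst, and PNC-positive cells counted.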
* hit, by the source's call; u = inconclusive; x = no result given; & = joins results of further samples; [ ] = remark or other dose. Unless noted, calls come from the whole dose curve; as a rule, active = well fitted curve in the direction sought with a large enough effect; inconclusive = small, poorly fitted or top-dose-only effect, or another doubt; inactive = no such curve, though single readings can be large; an effect the other way counts as inactive or inconclusive. Unless noted, % is set by controls: 0 for no effect and ±100 for the full control effect. A portion of the library; rates above refer to the full screens.

ALOX15B inhib	IMPase cell inh	SMILES	ALOX12 inhib	PNC assembly inh
-28%	-4	Cc1snc(S(=O)(=O)/C(C#N)=N/Nc2ccc(C(F)(F)F)cc2)c1C#N	-26%	-8
x	4	COc1ccc(Cc2nnc(NC(=O)CSc3ccc(Cl)cc3)s2)cc1OC	-3%	-10
-2%	-1	Cc1cc(C)c(S(N)(=O)=O)c(C)c1-n1cnnn1	0%	29
-27%	15	COc1ccc(-c2nnc3n2N=C(c2cccc(Br)c2)CS3)cc1OC	-3%	22
0%	-4	CCN(CC)CCCN1C(=O)C(=O)/C(=C(/O)c2ccc3c(c2)CC(C)O3)C1c1ccncc1 (stereo unspecified)	-7%	3
-11%	6	O=C1CC(SC(=Nc2ccccc2)Nc2ccccc2)C(=O)N1c1cccc(Cl)c1 (stereo unspecified)	-9%	-11
-9%	1	CC(C)Cn1c(N)c(C(=O)COC(=O)C2CCCCC2)c(=O)n(C)c1=O	-5%	u
4µM*	7	O=C1/C(=C/c2ccc(N3CCOCC3)o2)SC(=Nc2ccccc2)N1CCc1c[nH]c2ccccc12	u	u
x	x	COc1ccc(C(C(=O)NC2CCCC2)N(C(=O)c2ccoc2C)c2ccccc2)cc1 (stereo unspecified)	-3%	75
-10%	10	CC(C)OC(=O)c1cc(C(=O)c2cc(F)ccc2O)coc1=N	14%	-17

Single values from above.
Cc1cc(C)c(S(N)(=O)=O)c(C)c1-n1cnnn1 in PNC assembly inh has 29
O=C1/C(=C/c2ccc(N3CCOCC3)o2)SC(=Nc2ccccc2)N1CCc1c[nH]c2ccccc12 in ALOX15B inhib has 4µM*
CCN(CC)CCCN1C(=O)C(=O)/C(=C(/O)c2ccc3c(c2)CC(C)O3)C1c1ccncc1 (stereo unspecified) in IMPase cell inh has -4

Next part.
ALOX15B inhib	IMPase cell inh	SMILES	ALOX12 inhib	PNC assembly inh
-3%	x	Cc1c(O)cc(O)c2c(=O)c(-c3ccc(O)cc3)coc12	2%	x
-6%	4	Cc1nn(C(C)(C)C)c(OC(=O)C2CCCC2)c1S(=O)(=O)c1ccccc1	4%	50
x	x	S=C(Nc1ccccc1Cl)N1CCOCC1	-1%	29
x	3	Cc1ccc(NC(=O)CSc2nnc3n2CCCCC3)cc1	4%	u
2%	14	COc1ccc(C2C(C(=O)O)CC(=O)N2C2CCCCC2)cc1 (stereo unspecified)	0%	u
x	-3	O=C(CNc1c(Br)cc(Br)cc1Br)NN=C1CCCCC1	-1%	-11
-18%	0	CCOC(=O)CC1Sc2ccccc2NC1=O (stereo unspecified)	-7%	15
-9%	-4	NC(=O)C1(NC(=O)[C@@H]2CC3(CC(c4cccc(NC(=O)[C@@H]5CCC(=O)N5)c4)=NO3)CN2C(=O)c2ccccc2)CC1 (stereo partly specified)	-2%	33
4%	u	COC(=O)c1ccc(CSc2nnc3c(Cl)cc(Cl)cn23)o1	-2%	-22
2%	u	O=C(COc1ccc([N+](=O)[O-])cc1)N/N=C/c1ccccn1	-5%	38

6 compounds from above, sorted by their value in IMPase cell inh, ascending.
SMILES	ALOX15B inhib	IMPase cell inh	ALOX12 inhib	PNC assembly inh
CCN(CC)CCCN1C(=O)C(=O)/C(=C(/O)c2ccc3c(c2)CC(C)O3)C1c1ccncc1 (stereo unspecified)	0%	-4	-7%	3
O=C(CNc1c(Br)cc(Br)cc1Br)NN=C1CCCCC1	x	-3	-1%	-11
Cc1cc(C)c(S(N)(=O)=O)c(C)c1-n1cnnn1	-2%	-1	0%	29
CC(C)Cn1c(N)c(C(=O)COC(=O)C2CCCCC2)c(=O)n(C)c1=O	-9%	1	-5%	u
COc1ccc(Cc2nnc(NC(=O)CSc3ccc(Cl)cc3)s2)cc1OC	x	4	-3%	-10
O=C1/C(=C/c2ccc(N3CCOCC3)o2)SC(=Nc2ccccc2)N1CCc1c[nH]c2ccccc12	4µM*	7	u	u

Later entries
ALOX15B inhib	IMPase cell inh	SMILES	ALOX12 inhib	PNC assembly inh
-7%[11.4 µM]	x	O=C(Nc1ccc(-c2cn3ccccc3n2)cc1)c1cc(Br)ccc1O	8%[11.4 µM]	x
1%	9	[O-][n+]1onc2c3ccnnc3ccc21	-5%	-15
5%	-1	O=P(O)(O)CP(=O)(O)O	-13%	-100*
4%	3	CO/N=C\CC(=O)Nc1ccc(F)cc1	0%	5
-11%	4	O=C(CN1CCOCC1)Nc1ccc(OCc2ccccc2)cc1	-2%	6
-1%	-2	O=C(c1cc2ccccc2oc1=O)N1CCN(c2ncccn2)CC1	6%	-22
-1%	12	CCOC(=O)N1CCN(S(=O)(=O)c2ccc(C)c(C)c2)CC1	-4%	-26
-8%	0	COCCCn1c(-c2ccco2)nc2ccccc2c1=O	-7%	-13
x	x	CC(=O)Oc1c(/C=C(\C#N)C(N)=O)[nH]c2ccccc12	u	19
9%	-1	NNC(=O)CNC(=O)c1cccc(Br)c1	-3%	-30

PNC assembly inh, what is marked active above.
ALOX15B inhib	IMPase cell inh	SMILES	ALOX12 inhib	PNC assembly inh
5%	-1	O=P(O)(O)CP(=O)(O)O	-13%	-100*

Continued.
ALOX15B inhib	IMPase cell inh	SMILES	ALOX12 inhib	PNC assembly inh
-20%	11	O=c1c2ccccc2nc(N/N=C/c2c(O)ccc3ccccc23)n1O	-8%	-19
1%	-8	CCC(CC)c1nnc(NC(=O)CN2C(=O)C3C4C=CC(C4)C3C2=O)s1 (stereo unspecified)	-4%	-5
u	2	CCOC(=O)c1c(-c2ccc(OC)cc2)csc1NC(=O)CCN1C(=O)c2ccccc2C1=O	0%	u
4%	7	COCc1c(C)cc(C)c(/C=N/O)c1C	5%	33
x	-3	CC1CCCN(c2nc(-c3cccnc3)nc3scc(-c4ccccc4)c23)C1 (stereo unspecified)	0%	-26
x	x	O=C(Cn1cncn1)N/N=C/c1ccc(Cl)cc1	1%	48
4%	8	COc1ccc(N2C(N)=NC(N)=NC2(C)C)cc1	-2%	2
4%	5	Cc1ccc(CNC(=O)c2ccccc2NS(C)(=O)=O)cc1	3%	-7
3%	2	O=C(CSCc1nc2ccccc2[nH]1)N1CCN(c2ccc(F)cc2)CC1	-8%	-5
x	x	CN(C)C(=S)Nn1c(-c2ccccc2)nc2ccccc2c1=O	6%	18
2%	x	O=c1[nH]c(Cl)nc2c1ncn2C1OC(CO)C(O)C1O (stereo unspecified)	-4%	x
-4%	6	c1csc(-c2ncc3ccccn23)c1	2%	u
7%	5	Nc1c(C(=O)Nc2ccc(Cl)cc2)oc2ccccc12	-4%	u
-8%	-3	CN(C)S(=O)(=O)c1cccc(C(=O)Nc2ccccc2Cl)c1	4%	-17
0%	-1	CC1CCCN(C2=NC(=O)/C(=C/c3cn(-c4ccccc4)nc3-c3cccc(S(=O)(=O)N(C)C)c3)S2)C1 (stereo unspecified)	-5%	17
-2%	4	CCOC(=O)C1C(=O)N(C(=O)c2ccc(OC)cc2)CC1c1ccccc1 (stereo unspecified)	-6%	6
-4%	10	CCOc1cc(N2CCOCC2)c(OCC)cc1NC(=O)COc1ncnc2ccccc12	-2%	u
-8%	1	CC(=O)Nc1sc2c(c1C(c1cccs1)N1CCOCC1)CCCC2 (stereo unspecified)	-8%	u
-1%	0	Cc1ccc(C(=O)OCC(=O)Nc2ccccc2C(F)(F)F)cc1S(=O)(=O)N1CCOCC1	5%	-4
12%	3	NC(N)=N/N=C/c1ccccc1	3%	18
x	x	Cn1c(=O)[nH]c(=O)c2c1nc(N1CCCCCC1)n2CCCSc1nnnn1-c1ccccc1	2%	5
-6%	x	CC1=CC2C(C(C)C)CCC(C)(O)C2CC1 (stereo unspecified)	-1%	x
x	-5	C/C(=N\NC(=O)COc1cc(C)cc(C)c1)c1ccc(N2CCOCC2)cc1	-2%	-8
-2%	-27	Cc1noc(C)c1CSc1nnc2ccccn12	-6%	5
-11%	2	c1ccc(CCNc2nnnn2-c2ccccc2)cc1	-8%	12
8%	-8	CN1c2ccccc2-c2nc3ccccc3n2C1c1ccccn1 (stereo unspecified)	-5%	-25
0%	x	COc1ccccc1CN1CCC2(CC1)CCN(C(=O)c1c(C)noc1C)CC2	3%	x
4%	8	Cc1c(Br)cccc1NC(=O)c1sccc1-n1cccc1	1%	-3
8%	-5	CCc1cc2c(c(CC)n1)CCC(=O)N2Cc1ccc(-c2ccccc2-c2nn[nH]n2)cc1	0%	x
3%	-10	COCCNC(=O)CN(C(=O)CCC(=O)Nc1nccs1)c1ccccc1OC	-1%	-5
-9%	-16	CCOc1cccc2cc(-c3csc(NC(=O)CCC(=O)N4CCC(C)CC4)n3)c(=O)oc12	2%	u
3%[11.4 µM]	4[1.84 µM]	CC(NC(=O)c1cccs1)C(=O)NC1=NCCS1 (stereo unspecified)	1%	-10
3%	-2	N[C@H](CCC(=O)NCS(=O)(=O)O)C(=O)O	-2%	x
x	-3	COc1cccc(C(=O)NCc2nnc(SCC(=O)Nc3nccs3)n2-c2cccc(C)c2)c1	4%	u
1%	7	CCOC(=O)c1ccc(N2C(=O)c3n[nH]c(C)c3C2c2cccnc2)cc1 (stereo unspecified)	-1%	8
6%	8	O=C(CN1CCN(c2ccccn2)CC1)Nc1ccc(Cl)c(C(F)(F)F)c1	-7%	u
-2%	-2	COc1ccc(N(Cc2cc3cc(OC)ccc3[nH]c2=O)C(=O)c2cccnc2)cc1	-6%	33
u	4	CC(C)CC(=O)Nc1ccccc1-c1nnn(CC(=O)N2CCc3ccccc3C2)n1	7%	70
-12%	3	COc1ccc2nc(SCC(=O)N3CCCCCC3)c(C#N)cc2c1	-12%	-13
-9%	-5	CCN(CCNC(=O)c1ccc2nc(-c3ccccc3NC(C)=O)c(=O)[nH]c2c1)c1ccccc1	6%	u
-4%	2	O=C(CSc1nnc(NCc2ccccc2)s1)c1ccco1	-1%	u
3%[2.29 µM]	-4	O=C(Nc1ccc(N2CCCC2)cc1)c1cccc(F)c1	-8%	8
x	2	Cc1ccc2cc(CCNC(=O)CC(C)C)c(=O)[nH]c2c1	1%	28
x	1	COc1ccc(/C=C(\NC(=O)c2ccc(OCC(C)C)cc2)C(=O)OCc2ccco2)cc1	-5%	58
-5%	-2	O=C(OCc1nnc(-c2ccccc2)o1)C1CCN(S(=O)(=O)c2cccs2)CC1	-5%	32
14%[25.6 µM]	11[20.6 µM]	CN(C)CCO[C@@H](c1ccc(Cl)cc1)c1ccccn1	5%[25.6 µM]	x
1%	6	O=C(NC1CCCCCC1)c1cccc(N2CCCC2=O)c1	2%	u
10%	1	O=c1cccc(-c2ccccc2)[nH]1	-3%	22
-3%	1	CS(=O)(=O)N(Cc1ccccc1)c1ccc(C(=O)NCC2CCCO2)cc1 (stereo unspecified)	4%	25
-3%	4	CCCC1(C(=O)OCC)NC(c2ccc(N(C)C)cc2)C2C(=O)N(c3ccc(OCC)cc3)C(=O)C21 (stereo unspecified)	-2%	-15

Going on with the list.
ALOX15B inhib	IMPase cell inh	SMILES	ALOX12 inhib	PNC assembly inh
-9%	x	CC1=C(C(=O)OCc2ccccc2)C(c2cccc([N+](=O)[O-])c2)NC(=O)N1CCCCCC(=O)O (stereo unspecified)	-4%&-2%	34
5%	-9	O=C(c1ccco1)N1CCN=C1SCc1c(F)cccc1Cl	-1%	13
-8%	4	CCOC(=O)c1cc2n(c1C)-c1ccccc1C2=O	-6%	u
-8%	-2	Oc1ccc(C=Nc2cccc3ncccc23)c(O)c1	0%	-11
-9%	7	CCCn1c2c(c(O)c(C(=O)Nc3ncccc3C)c1=O)CCCC2	-18%	u
